TRPC4 act: activators of mouse TRPC4 channel; actives 0.49% (n = 310,000); B-score at 10 µM; AID 2237; Q9QUQ5; HEK293 TRPC4beta/mu-opioid, Fluo4 calcium fluorescence; hits give high values;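 active = B-score above 5 SD of library B-scores, and initial fluorescence ratio not above library mean plus 5 SD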;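 also: positive B-score marks a calcium rise read as TRPC4 activation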
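System: HEK293 cells stably co-expressing mouse TRPC4beta and mu-opioid receptor; Schedule: Fluo4 dye loading 45 min at room temperature, 110 s recording; Detection: Fluo4 fluorescence, kinetic; Evaluation: B-scored integrated calcium fluorescence ratio; Controls: buffer (low) and maximal DAMGO (high).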
MrgX1 PAM: allosterically activates human MrgX1 receptor signaling | B-score at 10 µM | MrgX1-HEK293, Fluo-4 calcium flux, FDSS; hits give high values | Q96LB2 | actives 0.63% (n = 310,000);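 active = plate-corrected calcium response at least 3 library SD above typical, normal starting fluorescence, not activating the receptor alone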;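 also: compound read alongside a low EC10 to EC30 dose of BAM8-22 agonist; peak minus trough fluorescence over baseline measured at the second addition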
Target sequence (Q96LB2 whole entry, looked up): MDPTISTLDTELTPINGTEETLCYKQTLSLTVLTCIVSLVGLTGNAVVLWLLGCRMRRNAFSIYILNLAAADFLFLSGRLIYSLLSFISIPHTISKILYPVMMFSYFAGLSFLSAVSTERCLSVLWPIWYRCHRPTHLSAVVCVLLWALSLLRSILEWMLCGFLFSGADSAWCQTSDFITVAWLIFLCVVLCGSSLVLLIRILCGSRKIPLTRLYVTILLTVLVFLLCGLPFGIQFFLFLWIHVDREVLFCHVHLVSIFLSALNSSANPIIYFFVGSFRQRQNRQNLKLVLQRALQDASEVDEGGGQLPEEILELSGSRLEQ
TRPC6 inh: blocks the mouse TRPC6 cation channel. Q61143. HEK293-TRPC6, membrane potential dye, ACh-evoked depolarization; hits give low values. B-score at 10 µM. actives 1.1% (n = 310,000). AID 2553;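 active = B-score under library mean minus 3 SD, initial fluorescence not abnormally high, positive integrated signal ratio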;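 also: B-score derived from integrated fluorescence ratio over the kinetic read; more negative B-score means stronger inhibition of depolarization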
TMEM16A inh: blocks the mouse calcium-activated chloride channel TMEM16A | AID 588511 | actives 1.2% (n = 310,000) | HEK293 TMEM16A/YFP iodide influx fluorescence, ionomycin | normalized B-score (activity score, 25-100; higher = stronger inhibition) at 10 µM;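 active = ratio plate-corrected score three or more library SD toward inhibition, starting fluorescence score within five deviations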;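 also: score derived from kinetic fluorescence span divided by baseline fluorescence per well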
MrgX1 antag: human MrgX1 receptor antagonism, primary screen. MRGX1-HEK293 calcium flux, Fluo-4, BAM8-22 antagonism; hits give low values. actives 1.3% (n = 310,000). AID 588676. B-score at 10 µM. Q96LB2;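 active = calcium-response B-score plate-corrected more than 3 library SD below zero, starting fluorescence within 5 deviations, no agonist response on first addition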;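 also: peak minus trough fluorescence over baseline after final BAM8-22 challenge near maximal dose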
RGS4 block: inhibitors of human RGS4 | P49798 | HEK293 M3R/RGS4 inducible, Fluo-4 calcium flux; hits give high values; triggered by carbachol at its EC20 | B-score at 10 µM | actives 0.45% (n = 310,000);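 active = B-score, a plate-corrected calcium signal, over three deviations above library mean, with baseline fluorescence within five deviations of library mean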;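 also: RGS4 expression induced by doxycycline in cells with stable M3 receptor; B-score is computed from the integrated fluorescence ratio over baseline after carbachol; higher B-score means a larger calcium signal and so more RGS4 inhibition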
Target sequence (P49798 whole entry, looked up): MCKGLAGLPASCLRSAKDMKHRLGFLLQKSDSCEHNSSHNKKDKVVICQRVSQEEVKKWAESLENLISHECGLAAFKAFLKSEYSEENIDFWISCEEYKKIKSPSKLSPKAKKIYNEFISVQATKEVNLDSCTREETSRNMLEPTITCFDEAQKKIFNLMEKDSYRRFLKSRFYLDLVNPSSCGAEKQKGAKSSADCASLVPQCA
TRPC6 activator: activates the mouse TRPC6 cation channel; Q61143; HEK293-TRPC6 membrane potential dye fluorescence; hits give high values; B-score at 10 µM; actives 0.13% (n = 310,000); AID 2550;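 active = B-score of the integrated fluorescence ratio above library mean plus 3 SD, and starting fluorescence ratio within library mean plus 5 SD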;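 also: higher score means more depolarization so channel activation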
TMEM16A act: activates or potentiates the mouse TMEM16A chloride channel. Q8BHY3. HEK293 TMEM16A/YFP-H148Q/I152L, iodide quench fluorescence; hits give low values. B-score at 10 µM. actives 0.3% (n = 340,000). AID 623877;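 active = fluorescence-ratio B-score plate-corrected deviation score at least 3 library SD below zero, with starting fluorescence score within 5 deviations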;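 also: channel opened by trigger with iodide after compound preincubation; score built on the fluorescence ratio of max minus min over baseline; more negative score means more quench and so TMEM16A activation or potentiation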
TRPC4 potent: allosteric potentiators of mouse TRPC4 channel. AID 2227. Q9QUQ5. actives 0.42% (n = 310,000). HEK293 TRPC4beta/mu-opioid, DAMGO EC20, Fluo-4 Ca2+ flux; hits give high values. B-score at 10 µM;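 active = B-score of calcium response area above 5 SD of library B-scores, with initial fluorescence ratio within 5 SD of library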;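 also: B-score of integrated fluorescence ratio over time as area under calcium response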
MrgX1 agonist: human MrgX1 receptor agonism, primary screen | Q96LB2 | AID 588627 | actives 0.44% (n = 310,000) | MrgX1-HEK293 cells, Fluo-4 calcium fluorescence, agonist mode; hits give high values | B-score at 10 µM;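 active = calcium response B-score plate-corrected fluorescence ratio at least 3 library SD, with starting fluorescence B-score inside 5 SD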
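Assay system: stable human MrgX1 HEK293 cell line. Quantity: 15,000 cells per well. Schedule: cells plated overnight, dye loaded 0.5 h 37 °C, 0.5 h room temperature. Detection: Fluo-4 NW calcium-flux fluorescence, kinetic read. Read-out basis: peak-minus-minimum fluorescence over baseline, converted to B scores. Control set: positive and negative control wells on each plate.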
TRPC4 inh: inhibitors of mouse TRPC4 channel; Q9QUQ5; B-score at 10 µM; AID 2247; actives 0.39% (n = 300,000); HEK293 TRPC4beta/mu-opioid, DAMGO-evoked Fluo4 calcium flux; hits give low values;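 active = B-score over 3 SD under the library average, no early fluorescence shift, positive overall ratio signal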
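Assay system: Stable TRPC4beta/mu-opioid receptor HEK293 cells | Reagent: DAMGO in two steps, submaximal then maximal | Compound dosing: Single concentration per test compound | Signal: Fluo4 Ca2+ flux fluorescence | Evaluation: Per-well B score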
Calls only; i = inactive; / = no result given.

The line under a structure holds: MrgX1 PAM, MrgX1 agonist, MrgX1 antag, TRPC6 inh, TRPC4 act, TRPC4 inh, TRPC6 activator, TMEM16A inh, TRPC4 potent, RGS4 block, TMEM16A act
- CCCCOC(=O)CCNc1n[nH]c(=O)[nH]c1=O
    i, i, i, i, i, i, i, i, i, i, i
- COc1cc(C2Nc3cc(Cl)c(S(N)(=O)=O)cc3S(=O)(=O)N2)ccc1OCc1ccccc1 (configuration not stated)
    i, i, i, i, i, i, i, i, i, i, i
- Cc1ccc(OCCC(=O)OCc2csc(CC(=O)Nc3ccccc3C)n2)cc1
    i, i, i, i, i, i, i, i, i, i, i
- Cc1nc2ccc(S(=O)(=O)N3CCCCC3)cc2s1
    i, i, i, i, i, i, i, i, i, i, i
- COc1cc2oc3cc(C#Cc4ccc(N)cc4)ccc3c(=O)c2cc1OC
    i, i, i, i, i, i, i, i, i, i, i
- Cc1onc(-c2ccccc2)c1C(=O)N1CCCSC1=Nc1ccccc1
    i, i, i, i, i, i, i, i, i, i, i
- CCOC(=O)C1=C(C)NC(=S)NC1c1cc(C)sc1C (configuration not stated)
    i, i, i, i, i, i, i, i, i, i, i
- O=C(Nc1ccc(C(F)(F)F)cc1)c1ccc2ncsc2c1
    i, i, i, i, i, i, i, i, i, i, i
- O=c1c2c(nc3c(-c4ccccc4)c[nH]n13)CCCC2
    i, i, i, i, i, /, i, i, i, i, i
- Cc1ccccc1CC1S/C(=N/N=C/c2ccco2)NC1=O (configuration not stated)
    i, i, i, i, i, i, i, i, i, i, /
- O=C(c1cc(-c2ccccn2)nc2ccccc12)N1CCN(c2ncccn2)CC1
    i, i, i, i, i, i, i, i, i, i, i
- COc1cc2c(cc1OC)-c1cc(Nc3ccccc3Br)nc(=O)n1CC2
    i, i, i, i, i, i, i, i, i, i, i
- O=C(NS(=O)(=O)Oc1ccc(F)c(Cl)c1)OC[C@@H]1CCCN2CCCCC12 (some centres not stated)
    i, i, i, i, i, i, i, i, i, i, i
- C(=N\Nc1nn[nH]n1)/c1ccccc1
    i, i, i, i, i, i, i, i, i, i, i
- Oc1ccccc1/C=N/n1c(-c2ccccc2)n[nH]c1=S
    i, i, i, i, i, i, i, i, i, i, i
- CCn1c(SCC(=O)N/N=C\c2ccccc2OCC(=O)O)nnc1-c1ccc(Cl)cc1
    i, i, i, i, i, i, i, i, i, i, i
- CCC(=O)N(Cc1cc(=O)[nH]c2ccccc12)c1ccccc1C
    i, i, i, i, i, i, i, i, i, i, i
- O=C(Cc1cccs1)NCCc1csc(-c2ccccc2)n1
    i, i, i, i, i, i, i, i, i, i, i
- COc1ccc(C(CC(=O)N2CCOCC2)c2c(O)cc(OC)cc2OC)cc1 (configuration not stated)
    i, i, i, i, i, i, i, i, i, i, i
- CS/C(N)=N/N=C/c1ccc2c(c1)OCO2
    i, i, i, i, i, i, i, i, i, i, i
- O=C(NCC1CCCCC1)C1(CC2CC(c3ccc(Cl)cc3)=NO2)CCNCC1 (configuration not stated)
    i, i, i, i, i, i, i, i, i, i, i
- COc1cc(NC(=O)Nc2ccccc2)c(OC)cc1NC(=O)CN1CCCCC1
    i, i, i, i, i, i, i, i, i, i, i
- CC(C)CN(C(=O)COC(=O)CCc1c[nH]c2ccccc12)c1c(N)n(Cc2ccccc2)c(=O)[nH]c1=O
    i, i, i, i, i, i, i, i, i, i, i
- CCCN(C(=O)c1cc2c(s1)CCC2)c1c(N)n(Cc2ccccc2)c(=O)[nH]c1=O
    i, i, i, i, i, i, i, i, i, i, i
- Cc1ccc(S(=O)c2snnc2C)cc1 (configuration not stated)
    i, i, i, i, i, i, i, i, i, i, i
- CC1=C2C3OC(=O)C(C)[C@@H]3CC[C@](C)(O)C2C2C3C4C5(C12)[C@H]1OC(=O)[C@@H](C)C1CC[C@]4(C)O[C@]5(C)[C@@H]3O (some centres not stated)
    i, i, i, i, i, i, i, i, i, i, i
- O=C(COc1ccc([N+](=O)[O-])cc1)Nc1ccccc1C(=O)NC1CC1
    i, i, i, i, i, i, i, i, i, i, i
- COC(=O)C1=C(C(=O)OC)[C@@H]2N(C)c3ccccc3[C@@]23C[C@@H](C(=O)OC)N(C(C)=O)C3=N1
    i, i, i, i, i, i, i, i, i, i, i
- CCOC(=O)C1(C)NC(c2ccccc2F)C2C(=O)N(CC)C(=O)C21 (configuration not stated)
    i, i, i, i, i, i, i, i, i, i, i
- COc1cc(C(C(=O)NCc2ccccc2)N(Cc2ccco2)C(=O)c2cnccn2)cc(OC)c1OC (configuration not stated)
    i, i, i, i, i, i, i, i, i, i, i
- Cc1cccc(NC(=O)CN2CCN(C(=O)C3CCCO3)CC2)c1C (configuration not stated)
    i, i, i, i, i, i, i, i, i, i, i
- COC(=O)c1c(C)oc(C)c1S(=O)(=O)NC(c1ccccc1)c1ccccc1
    i, i, i, i, i, i, i, i, i, i, i
- CCCOc1ccc(C(O)(CCN2CCCCC2)c2ccccc2OC)cc1 (configuration not stated)
    i, i, i, i, i, i, i, i, i, i, i
- CC(Cc1ccccc1)NC(=O)c1ccc([N+](=O)[O-])cc1 (configuration not stated)
    i, i, i, i, i, i, i, i, i, i, i
- COc1cc(CNC(=O)c2ccc3oc(C(C)C)nc3c2)cc(OC)c1
    i, i, i, i, i, i, i, i, i, i, i
- CCCCNc1cnn(-c2ccccc2)c(=O)c1Cl
    i, i, i, i, i, i, i, i, i, i, i
- O=C(c1ccc(-c2cc(Cl)ccc2Cl)o1)N1CCOCC1
    i, i, i, i, i, i, i, i, i, i, i
- CC(C(=O)Nc1ccncc1)(c1ccccc1)c1ccccc1
    i, i, i, i, i, i, i, i, i, i, i
- CCn1ncc(Cl)c1C(=O)Nc1cc([N+](=O)[O-])ccc1OC
    i, i, i, i, i, i, i, i, i, i, i
- O=C(COc1ccccc1)NCC1CCCO1 (configuration not stated)
    i, i, i, i, i, i, i, i, i, i, i
- COc1ccc(-n2nnnc2CNC(=O)C(=O)c2c[nH]c3ccccc23)cc1
    i, i, i, i, i, i, i, i, i, i, i
- CCc1noc(C)c1C(=O)OCC(=O)N(CC)c1c(N)n(Cc2ccccc2)c(=O)[nH]c1=O
    i, i, i, i, i, i, i, i, i, i, i
- CCN1CCN(C(c2ccccc2OC)c2nnnn2C2CCCCC2)CC1 (configuration not stated)
    i, i, i, i, i, i, i, i, i, i, i
- CCC(=O)N1CCC2(CC1)Oc1ccc(Cl)cc1C(=O)C21CC(c2ccccc2)=NO1 (configuration not stated)
    i, i, i, i, i, i, i, i, i, i, i
- Cc1ccc2c(c1)c(N=NC(N)=O)c(O)n2C
    i, i, i, i, i, i, i, i, i, i, i
- COc1cccc(C(=O)NCCS(=O)(=O)NCc2ccc(Cl)cc2)c1
    i, i, i, i, i, i, i, i, i, i, i
- CCn1c(CSCc2ccc(C)cc2)nnc1SCC(=O)NCc1ccccc1
    i, i, i, i, i, i, i, i, i, i, i
- O=C(CSc1n[nH]c(=O)[nH]c1=O)Nc1ccc(C(=O)O)cc1
    i, i, i, i, i, i, i, i, i, i, i
- CC(C)C(=O)N1CCN(c2ccc([N+](=O)[O-])cc2Cl)CC1
    i, i, i, i, i, i, i, i, i, i, i
- N#Cc1cc2c(nc1SC1CCCCC1O)CCCC2 (configuration not stated)
    i, i, i, i, i, i, i, i, i, i, i
- Cc1cc2oc(=O)cc(CN3CCN(S(=O)(=O)c4cccs4)CC3)c2cc1C
    i, i, i, i, i, i, i, i, i, i, i
- CCCC[C@@H](CNC)NC[C@H](Cc1ccc(O)cc1)NCCc1ccc(OCC)cc1
    i, i, i, i, i, i, i, i, i, i, i
- COc1ccc(N(CC(=O)NCc2ccccn2)S(=O)(=O)c2ccccc2[N+](=O)[O-])c(OC)c1
    i, i, i, i, i, i, i, i, i, i, i
- CCn1c(N)nc2c1c(=O)n(C)c(=O)n2C
    i, i, i, i, i, i, i, i, i, i, i
- Cc1c(Br)c(=O)oc2c(Br)c(O)c(O)cc12
    i, i, i, i, i, i, i, i, i, i, i
- CC(C)CC1C(C#N)=C(N)OC2=C1C(=O)CC(c1ccccc1)C2 (configuration not stated)
    i, i, i, i, i, i, i, i, i, i, i
- O=C(OCC(=O)N1CCc2ccccc21)c1ccc[nH]c1=O
    i, i, i, i, i, i, i, i, i, i, i
- Cc1c(-c2ccccc2)[n+](=O)c(-c2ccco2)c(C)n1[O-]
    i, i, i, i, i, i, i, i, i, i, i
- O=C(COC(=O)Cc1cccs1)Nc1ccc(F)c(F)c1F
    i, i, i, i, i, i, i, i, i, i, i
- Cc1cc(C(F)(F)F)nc(CCNC(=O)C2CCC(=O)N(Cc3cccc(F)c3)C2)n1 (configuration not stated)
    i, i, i, i, i, i, i, i, i, i, i

(continued)
The line under a structure holds: MrgX1 PAM, MrgX1 agonist, MrgX1 antag, TRPC6 inh, TRPC4 act, TRPC4 inh, TRPC6 activator, TMEM16A inh, TRPC4 potent, RGS4 block, TMEM16A act
- COc1ccc(CN(CC(=O)NCc2ccco2)C(=O)CCC(=O)Nc2ccccn2)cc1
    i, i, i, i, i, i, i, i, i, i, i
- CC(C)c1ccc(N(C(=O)c2snc(C(N)=O)c2N)C(C(=O)NCC2CCCO2)c2ccc(N(C)C)cc2)cc1 (configuration not stated)
    /, /, /, i, i, i, i, /, i, i, i
- COc1ccc2c(-c3ccccc3)cc3nnnn3c2c1
    i, i, i, i, i, i, i, i, i, i, i
- O=C(N/N=C/c1ccccc1OCC(=O)N1CCCC1)C(=O)Nc1ccccc1F
    i, i, i, i, i, i, i, i, i, i, i
- CC(C)(C)OC(=O)N1CCC(CC2CC(c3ccc(Cl)cc3)=NO2)(C(=O)NCC2CCCCC2)CC1 (configuration not stated)
    i, i, i, i, i, i, i, i, i, i, i
- Cc1nc(SCc2c(F)cccc2Cl)c2c(=O)n(C)c(=O)n(C)c2n1
    i, i, i, i, i, i, i, i, i, i, i
- O=c1[nH]c(NCCO)nc2ncn(Cc3ccccc3)c12
    i, i, i, i, i, i, i, i, i, i, i

Source: PubChem BioAssay (Johns Hopkins Ion Channel Center)
